HSF1 inhib – HSF1 inhibition; AID 2098; NIH3T3-HGL HSE-luciferase, MG132-induced, luminescence 8 h; hits give low values; 0.77% of 300,000 active; activity change, negative = inhibition, % at 7.5 µM (by protocol);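 active means more than half of replicate wells show activity change below -50%, luminescence cut by over half; inconclusive means some wells, but at most half, below -50%; inactive means no replicate well below -50%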;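 further: luciferase reports HSF-1 transcriptional activity via heat shock element; 0% = median of DMSO wells and -100% = zero luminescence signal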
HSP90 refold inh – inhibitors of HSP90 luciferase refolding in rabbit reticulocyte lysate; luciferase refolding luminescence, 3 h; inhibition, % at 5.6 µM; 0.91% of 290,000 active; AID 1789;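 active means inhibition above the screen-wide mean plus 3 SD, computed separately per campaign, cut at about 16% in these data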;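 further: 0% = DMSO wells and 100% = 60 µM geldanamycin wells; inhibitors lower the luminescence because luciferase stays unfolded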
HSF1 activator – increases HSF-1 driven luciferase reporter signal | NIH3T3-HGL HSF-1 luciferase reporter, MG132, 8 h; 100% = twice DMSO control signal | activation, % at 9 µM | 1.7% of 300,000 active | AID 504408;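 active means mean replicate activation of at least 50% with a set share of replicates each reaching 50%; inconclusive means only one of those two conditions met; inactive means mean below 50% and too few replicates reaching it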;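 further: 0% = median of the neutral control wells and 100% = twice that signal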
Platelet DG rel – modulates dense granule release in human platelets | human platelet-rich plasma, SFLLRN dense granule ATP release, luminescence | inhibition, %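 (compounds screened at 7.5 µM in platelet-rich plasma)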 | 0.22% of 300,000 active | AID 1663;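 active means mean replicate score, as percent of positive control, at or above 50; inconclusive means mean below 50 but at least one replicate at or above 50; inactive means mean and every replicate below 50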
HIF activator – HIF pathway transcriptional activation; 0.32% of 300,000 active; activation, % at 7.5 µM (by protocol); U2OS HRE-luciferase reporter, luminescence; normalized: DMSO 0%, desferrioxamine 100%;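 active means mean activation of at least 10% of the iron chelator positive control signal, with at least half of replicates also reaching 10%; inconclusive means mean and replicate majority disagree about reaching 10%; inactive means mean and most replicates under 10%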
KLF5 inh – kruppel-like factor 5 inhibition | DLD-1 KLF5 promoter-luciferase reporter, luminescence | inhibition, % at 5 µM | 0.23% of 290,000 active;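 active means inhibition above a per-plate limit of that plate's mean compound inhibition plus 3 SD, cut at about 60% in these data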;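 further: 0% = DMSO wells and 100% = LY294002 at 200 µM; higher means less KLF5 promoter-driven luciferase light; inactives centre near -14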
IEC-6 tox – counter-screen for KLF5 inhibitors: cytotoxicity in IEC-6 cells. IEC-6 cytotoxicity, luminescence viability. inhibition, % at 5 µM. 0.78% of 290,000 active; in the data active means inhibition above about 22%;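 further: 0% = plate median of test compound wells and 100% = cytotoxic reference compound wells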
HDAC3 inh – inhibitors of human histone deacetylase 3. O15379. recombinant HDAC3, fluorogenic peptide/trypsin coupled, fluorescence. inhibition, % at 8.3 µM. 0.15% of 320,000 active. AID 2718; in the data active means inhibition above about 26%, passing the limit was not always enough; inconclusive means no clear call, values can overlap the other calls
Target sequence (O15379 whole entry, looked up): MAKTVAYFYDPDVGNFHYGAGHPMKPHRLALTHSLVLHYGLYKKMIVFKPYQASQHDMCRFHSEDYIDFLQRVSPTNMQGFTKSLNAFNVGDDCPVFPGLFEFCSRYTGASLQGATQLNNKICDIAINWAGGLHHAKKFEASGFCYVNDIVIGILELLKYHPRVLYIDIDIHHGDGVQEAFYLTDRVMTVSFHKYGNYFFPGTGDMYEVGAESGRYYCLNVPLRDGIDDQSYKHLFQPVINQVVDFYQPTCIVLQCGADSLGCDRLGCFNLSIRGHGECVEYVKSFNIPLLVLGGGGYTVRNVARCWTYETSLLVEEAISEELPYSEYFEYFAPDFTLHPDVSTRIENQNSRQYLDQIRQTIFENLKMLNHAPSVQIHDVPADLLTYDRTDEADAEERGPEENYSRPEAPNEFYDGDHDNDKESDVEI
AI-2 QS mod – modulators of Vibrio harveyi AI-2 quorum sensing system | Vibrio harveyi JMH597 AI-2 luminescence/OD600 ratio, 9 h; hits give low values; strain lacks LuxN and CqsS sensors; 0 = neutral-control median | activity change, % at 7.5 µM | 0.4% of 300,000 active | AID 2094; in the data active means activity change below about -75%, passing the limit was not always enough; inconclusive means no clear call, values can overlap the other calls;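 further: luminescence divided by OD600 gain over 9 h not by final OD600 alone; inactives centre near 13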
aSyn 5UTR inh – 5' untranslated region of α-synuclein, MLPCN primary screen; AID 1813; inhibition, % (tested at 7.5 µM); alpha-synuclein 5'UTR reporter, inhibitor activity; 0.82% of 300,000 active; in the data active means inhibition above about 60%; inconclusive means no clear call, values can overlap the other calls;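 further: H4 neuroglioblastoma cells stably carrying SNCA 5'UTR luciferase fusion; 0% = DMSO wells and 100% = positive control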
Numbers without * were called inactive; ? = inconclusive; nt = no result given.

molecule,HSF1 inhib,HSP90 refold inh,HSF1 activator,Platelet DG rel,HIF activator,KLF5 inh,IEC-6 tox,HDAC3 inh,AI-2 QS mod,aSyn 5UTR inh
c1ccc(Cn2c[n+](Cc3ccccc3)c3ccccc32)cc1,-4.3,2.2,-3.1,-4.8,0.5,-1.8,-0.6,-0.9,4.8,1.2
CCOc1ccc(NC(=O)CSc2nnc(C)n2CCCOC)cc1,-7.0,-4.7,4.9,2.7,0.3,4.0,-2.2,0.8,22.4,12.6
CC(=O)O/N=C(\N)c1cnn2c(C(F)(F)F)cc(C(F)(F)F)nc12,-5.9,2.3,8.5,-1.1,0.0,-11.7,-6.5,-3.2,26.8,10.0
CCOc1ccc(C(=O)CCN2CCOCC2)cc1,-1.2,-0.1,8.4,-0.4,-2.6,-17.6,-5.6,-3.0,25.5,12.3
O=C(NC(=S)Nc1ccc2cn[nH]c2c1)c1ccccc1,7.3,-4.6,-3.8,-1.9,2.6,-105.9,-3.6,4.5,12.3,-173.1
CCOc1ccc(CCNC(=O)c2cc(C)nn2-c2ccccc2)cc1,-2.0,-1.1,-5.5,-0.7,-0.4,-30.7,-5.4,-3.9,-2.9,-12.1
CCCN1CCc2c(sc(NC(=O)C3CCN(S(=O)(=O)c4cccs4)CC3)c2C(N)=O)C1,-9.4,nt,-7.5,7.2,-0.5,nt,nt,-2.6,8.0,-8.8
O=C(Nc1cccc2ccccc12)c1cnsn1,-7.8,-2.2,-1.8,10.8,0.3,-10.9,-4.9,0.3,12.2,-9.8
Cc1cc(=O)oc(C)c1C(=O)OCC(=O)c1ccc(Br)cc1,3.1,0.2,12.4,1.7,0.1,-33.3,4.5,-4.7,15.3,-33.6
CCC(c1nnnn1C(C)(C)C)N(Cc1cccs1)Cc1cc2cc(C)c(C)cc2n2nnnc12 (centres undefined),7.2,1.5,12.1,0.0,-0.1,-7.2,-8.0,1.1,27.2,38.1
CC(NC(=O)COC(=O)c1ccco1)c1ccccc1 (centres undefined),-8.8,8.7,-3.9,1.9,-1.8,-6.2,1.5,-8.3,16.5,-0.3
Cn1c(=O)c2c(nc(Oc3cccc(Br)c3)n2C)n(C)c1=O,-0.7,6.2,0.7,5.3,1.7,-38.1,-1.2,-2.2,13.5,2.6
Cn1c(=O)n(CC(=O)O)c(=O)c2c1nc1n2CCCN1CCc1ccccc1,-4.7,1.8,18.5,14.6,1.3,-33.8,-3.2,0.8,4.5,-7.3
COc1ccccc1N1CCN(S(=O)(=O)CCNC(=O)C2CCCCC2)CC1,-2.3,nt,0.8,-4.6,-38.2,nt,nt,1.4,28.7,19.7
CCOC(=O)C1CCCN(c2c(C(=O)c3ccccc3)cnc3ccccc23)C1 (centres undefined),1.6,2.3,2.3,0.1,0.0,-36.1,12.8,0.2,74.3,8.0
Cc1cc(NC(=O)c2ccc(N3C(=O)C4C5C=CC(C5)C4C3=O)cc2)no1 (centres undefined),3.7,2.7,-5.4,-13.1,-0.2,12.4,9.0,-4.0,13.1,0.5
Cc1noc(C)c1CSc1nnc2ccccn12,-1.6,-8.6,-2.9,-2.9,-0.1,-17.4,-3.5,-15.5,10.9,-3.7
CC(=O)C1C(c2ccc(F)cc2)c2c(noc2C)CC1(C)O (centres undefined),-9.1,-4.3,3.3,-12.6,-0.2,-6.8,11.0,2.8,17.1,-5.9
COc1cc2c(cc1O)[C@@H]1Cc3cc(OC)c(OC)cc3C(C2)N1C,-6.8,nt,-27.9,0.0,0.2,nt,nt,-5.7,45.3,3.7
COc1ccc(CN2CCN(C(=O)C3CCC(CNS(=O)(=O)c4ccc(C)cc4)CC3)CC2)c(OC)c1OC (centres undefined),1.2,8.6,-3.5,-0.5,-0.2,-6.7,5.5,-0.7,19.5,13.1
Cc1ccc2occ(C(c3nnnn3C3CCCC3)N3CCN(C(=O)c4ccco4)CC3)c(=O)c2c1 (centres undefined),-0.8,2.5,11.5,10.7,-0.4,-5.8,0.7,-1.1,28.2,8.1
CC(=O)Nc1ccc(SC[C@H](CC(C)C)N2CCN(CCc3ccccc3)CCC2=O)cc1,3.7,nt,-2.6,6.6,-1.0,nt,nt,5.7,6.3,2.4
CCN(CC)S(=O)(=O)c1ccc(NC(=O)Cc2cccs2)cc1,-8.4,3.6,-12.6,-4.7,-0.1,-42.0,2.8,-3.3,7.5,-7.9
COc1ccc(OC)c(C2C(C(=O)c3ccco3)=C(O)C(=O)N2CC2CCCO2)c1 (centres undefined),-3.5,2.2,-1.4,10.5,0.3,-2.5,5.6,0.4,16.7,15.7
O=S1(=O)CCOC[C@H](CC2CCCCC2)N1Cc1ccccc1Br,9.3,4.7,10.7,-1.5,-1.7,-17.9,2.3,8.7,9.2,10.8
COc1ccccc1N(C)S(=O)(=O)c1ccc(Cl)c(C(=O)NCC2(N(C)C)CCCCC2)c1,2.3,nt,-0.6,0.8,0.0,nt,nt,-5.8,26.4,-5.9
Cc1ccccc1-n1c(C)nnc1SCC(=O)NNC(=O)c1ccccc1,-20.5,-4.0,-0.5,26.0,-0.1,-25.0,5.6,-3.6,10.7,1.5
COC(=O)CON1C(=O)c2ccccc2C1=O,7.2,2.0,33.3,-1.1,nt,-39.2,-1.0,1.1,20.7,0.8
O=C(c1ccc(COc2ccc(Cl)cc2)o1)N1CCN(Cc2ccc3c(c2)OCO3)CC1,20.4,1.1,8.5,-2.8,0.0,-24.0,-1.2,6.7,-97.2*,29.8
CSc1nc(C(=O)N2CCCC(Nc3ccc(C)c(C)c3)C2)cs1 (centres undefined),1.4,-2.6,0.8,-0.2,-0.3,-17.0,-2.2,1.8,37.9,2.8
CC(=O)Nc1cccc(C(=O)OC(C)C(=O)NC(=O)NC2CCCCC2)c1 (centres undefined),2.5,nt,27.7,-8.7,0.7,nt,nt,-0.7,nt,1.1
COc1ccc(C2Nc3ccccc3C(=O)N2O)cc1CN1CCOCC1 (centres undefined),1.1,-4.2,-23.0,-1.7,0.1,26.3,2.8,0.2,32.4,-0.5
O=C(CN(C1CCCCC1)S(=O)(=O)c1ccc(F)cc1)Nc1ccc2c(c1)OCO2,1.2,1.1,38.5,-2.3,-0.1,-30.1,2.5,9.6,6.5,-30.4
CC1CN(C(=O)CN2C(=O)NC3(CCCCCCC3)C2=O)CC(C)O1 (centres undefined),-18.5,-0.2,-31.2,14.1,0.2,3.1,-2.0,-2.9,18.5,1.3
C=CCSc1nc2c(c(=O)[nH]1)C(c1ccccc1)C(C#N)=C(N)O2 (centres undefined),-4.8,-2.9,-4.1,-1.8,0.4,-41.0,0.4,-2.0,13.7,4.4
Cc1cccc(CS(=O)(=O)Cc2ccc(C(=O)NCCc3ccccc3)o2)c1,3.6,-0.1,-6.6,-8.1,0.4,-32.7,0.3,15.8,8.7,-1.1
CC(C)Oc1ccc(N2CC(C(=O)Nc3ccc(N4CCOCC4)cc3)CC2=O)cc1 (centres undefined),-12.8,-1.4,5.2,?,-0.2,-32.1,-2.8,0.5,-7.6,21.2
CCOc1ccccc1NC(=O)CSc1nnc(Cn2c(=O)sc3ccccc32)n1C,nt,-5.2,nt,nt,nt,-18.5,-5.0,11.8,nt,nt
Cc1cc(NC(=O)CSc2nc(-c3ccc(Br)cc3)nc3c2c(=O)n(C)c(=O)n3C)no1,3.5,-2.8,-7.6,-5.8,0.2,-20.0,1.7,-1.1,29.8,2.3
CCOCC(=O)NCc1ccc2c(c1)OCO2,-4.9,0.1,8.5,1.6,0.0,-16.5,2.9,-1.9,1.9,11.5
Cc1ccc(NC(=O)COc2coc(CN3CCc4ccccc4C3)cc2=O)c(C)c1,3.2,nt,0.7,11.8,0.0,nt,nt,0.5,15.2,2.2
CCOC(=O)CSc1ccc2nnc(CCNS(=O)(=O)c3ccc(C)cc3)n2n1,-9.1,-5.3,-12.2,-0.7,-0.7,-14.5,-3.8,-4.7,26.2,-7.2
COc1cc2ccccc2cc1C(=O)Nc1ccccc1N1CCN(S(C)(=O)=O)CC1,10.8,2.9,21.6,-0.2,-0.4,0.3,0.3,1.6,25.1,22.9
COc1ccccc1NC(=O)CCNS(=O)(=O)c1ccc2[nH]c(=O)oc2c1,-3.9,0.2,7.1,-1.3,-0.1,-44.6,4.9,-0.3,-2.8,-13.7
O=c1c2ccccc2nnn1CSc1nc2sc3c(c2c(=O)n1CC1CCCO1)CCC3 (centres undefined),-25.8,-0.6,-38.0,10.8,-0.7,3.5,1.9,2.4,1.9,12.0
COc1ccc(NCN2C(=O)C3C4C=CC(C4)C3C2=O)cc1 (centres undefined),-3.4,2.6,-10.4,0.5,0.2,-13.0,-1.6,2.4,27.1,-66.6
CN1CCN(C(=O)c2ccc(C(F)(F)F)cc2)CC1,-1.7,2.6,22.7,-17.8,0.0,15.2,7.1,-4.4,17.3,-5.8
CC1CCC(NC(=O)C2CCC(CNc3c(N4CCCCC4)c(=O)c3=O)CC2)CC1 (centres undefined),4.1,-7.4,1.2,0.0,-0.8,-20.5,-5.0,2.3,18.3,-4.5
COc1ccc(N2CCN(C(=O)C3CCN(S(=O)(=O)c4ccc5c(c4)oc(=O)n5C)CC3)CC2)cc1,1.3,1.4,-2.6,-3.5,-1.2,-11.7,4.5,2.3,-0.7,14.1
CC(c1ccon1)N(C)Cc1cn(C)nc1-c1ccc2c(c1)OCCO2 (centres undefined),4.2,0.7,-7.8,-14.6,0.4,-7.0,-0.4,-1.3,10.6,-5.6
Cc1ccc(CNC(=O)Cn2c(=O)n(CC(=O)N3CCCCC3)c(=O)c3sccc32)cc1,6.3,-0.5,5.5,19.8,-0.2,-21.8,-3.9,-0.9,13.7,-2.9
CCC(Nc1nc(-c2ccccc2)nc2ccccc12)C(=O)O (centres undefined),-7.0,0.1,-2.9,0.5,-0.4,-12.5,2.2,2.7,28.4,-2.5
COC(=O)c1[nH]c2ccc(C)cc2c1NC(=O)CN1CCC(C)CC1,-4.1,0.3,-19.9,-0.5,-0.2,-7.0,-1.8,-5.3,3.1,6.7
C=CCSc1nnc(NC(=O)C2=COCCO2)s1,8.8,nt,11.8,-4.6,1.6,nt,nt,3.7,30.5,-81.7
Cc1cccc(CCNC(=O)c2cccc3c2C(=O)N(C2CCCCC2)C3)c1,3.8,-3.1,-0.7,-5.7,-0.7,-19.1,-6.9,-0.4,10.9,-10.6

Not a retest: entries from further up.
molecule,HSF1 inhib,HSP90 refold inh,HSF1 activator,Platelet DG rel,HIF activator,KLF5 inh,IEC-6 tox,HDAC3 inh,AI-2 QS mod,aSyn 5UTR inh
C=CCSc1nnc(NC(=O)C2=COCCO2)s1,8.8,nt,11.8,-4.6,1.6,nt,nt,3.7,30.5,-81.7
Cc1cccc(CCNC(=O)c2cccc3c2C(=O)N(C2CCCCC2)C3)c1,3.8,-3.1,-0.7,-5.7,-0.7,-19.1,-6.9,-0.4,10.9,-10.6
